Lipid droplet: inhibitors of hepatocyte lipid droplet formation, primary screen, imaging, high-throughput imaging, BODIPY stain; AID 1656, 2009; AML12 mouse hepatocytes, oleate lipid droplets; 0.4% of 240,000 active; inhibition, % at 6.5 µM;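 active = lipid droplet intensity inhibited by at least 50%, with more than 500 cells counted; inconclusive = wells with under 300 cells, treated as cytotoxic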
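Technique: fluorescence imaging, 20x objective, two fields per well / Assay system: AML12 hepatocytes (mouse) / Measure: % inhibition of lipid droplet signal / Doses: 6.5 µM single-point dosing / Incubation: overnight exposure / Reagent: 100 µM oleic acid challenge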
K1F lysis inhibition: inhibition of K1F phage lysis, E. coli UTI89, bacterial capsule biogenesis inhibitors, alamar blue (AID 488966). E. coli UTI89 K1F phage lysis, alamar blue, 2 h; higher % means a stronger effect. inhibition, % at 100 µM, or IC50 in µM where a hit was titrated. 0.02% of 340,000 active;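 active = phage lysis inhibition, versus mean bacterial control, above a set limit; inconclusive = no clear call, values can overlap the other calls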;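 also: capsule biogenesis inhibitors block K1F phage lysis so surviving cells raise fluorescence; higher fluorescence means more inhibition of phage lysis; actives were called in the ten point dose series up to 300 µM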
XIAP displacement: XIAP antagonists, biochemical, IAP family, fluorescence polarization (AID 1018) | 0.007% of 200,000 active | XIAP BIR domain, fluorescence polarization peptide displacement; higher % means a stronger effect | E3 ubiquitin-protein ligase XIAP (Homo sapiens) | displacement, % at 20 µM; hits with a dose series show IC50 in µM; in the data active = displacement above about 50%; also: a part of the inactive calls stands beside numbers as strong as those of hits
P. falciparum M17LAP: P. falciparum M17LAP inhibitors, primary screen, biochemical, fluorogenic H-Leu-NHMec substrate, 1536-well (AID 1619); recombinant M17LAP, H-Leu-NHMec fluorogenic kinetic assay; higher % means a stronger effect; 0.38% of 220,000 active; Leucine aminopeptidase (Plasmodium falciparum (isolate 3D7)); inhibition, % at 30 µM, or IC50 in µM where a hit was titrated;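 active = compound inhibiting the enzyme by more than half at any dose during confirmatory dose-response retesting; inconclusive = strong single-dose inhibitors picked by rank but not retested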;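 also: plate controls were full reaction with DMSO carrier for no effect and no enzyme background for full effect; strong numbers were not always called active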
TNAP activation fold: human TNAP enzyme activators, primary screen, biochemical, luminescent, no phosphate acceptor, uHTS (AID 1001); purified TNAP, luminescent activation assay, no phosphate acceptor; higher activation fold means a stronger effect; activation fold at 20 µM, or EC50 in µM where a hit was titrated; 0.03% of 200,000 active; in the data active = activation fold from about 3, or a potency from the dose series; inactive = the rest, 99 in 100 with activation fold below about 1.6; also: many of its hits are not listed in these tables
human PMI inhibitors: human PMI inhibitors, high substrate, primary screen, biochemical, fluorescence intensity, high mannose 6-phosphate (AID 1220); Mannose-6-phosphate isomerase (Homo sapiens); recombinant PMI enzyme, coupled fluorescence intensity; higher % means a stronger effect; one-dose inhibition, % at 20 µM; IC50 in µM for titrated hits; 0.66% of 190,000 active
SIAH1 antagonists: Siah-1 peptide-binding antagonists, primary screen, biochemical, fluorescence polarization, rhodamine-plectin, uHTS (AID 1817). 0.02% of 290,000 active. E3 ubiquitin-protein ligase SIAH1 (Homo sapiens). Siah-1 / rhodamine-plectin peptide fluorescence polarization; higher % means a stronger effect. one-dose displacement, % at 20 µM; IC50 in µM for titrated hits;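 active = displacement of at least 50% at 20 µM, with a fluorescence ratio check between 0.3 and a set limit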;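 also: plate controls were Siah plus tracer with DMSO for no effect and tracer alone without Siah for full effect; strong numbers were not always called active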
P. falciparum M1AAP: P. falciparum M1AAP inhibitors, biochemical, fluorogenic H-Leu-NHMec substrate, 1536-well (AID 1445); Aminopeptidase N (Plasmodium falciparum (isolate 3D7)); recombinant M1AAP, H-Leu-NHMec fluorogenic kinetic assay; higher % means a stronger effect; inhibition, % at 30 µM, or IC50 in µM where a hit was titrated; 0.42% of 220,000 active;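 active = primary inhibition above the hit cutoff, then over 50% inhibition at one or more dose response concentrations, cut at about 23% in these data, passing the limit was not always enough; inconclusive = conflicting primary data, or primary hits not chosen for dose response; inactive = low primary inhibition, or under 50% at every dose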;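 also: plate controls were DMSO full reaction for no effect and no enzyme background for full effect; strong numbers were not always called active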
PMI inhibitors: inhibitors of human PMI, primary screen, biochemical, fluorescence intensity, coupled assay (AID 1209). Mannose-6-phosphate isomerase (Homo sapiens). purified PMI enzyme, coupled fluorescence intensity; higher % means a stronger effect. one-dose inhibition, % at 20 µM; IC50 in µM for titrated hits. 0.42% of 190,000 active;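 also: plate controls were DMSO vehicle for no effect and wells lacking substrate for full effect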
Lipid droplet cells 6.5 µM: second read-out of Lipid droplet, no call of its own (marks repeat the call); cell count; measured here: cell count, cytotoxicity flag;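 cells counted across two imaged fields per well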
* hit, by the source's call; ? = inconclusive; . = no result given; [ ] = another dose, or the depositor's remark. Rule as the data show it, unless noted: active = inhibition above about 50%; inactive = the rest.

Molecule | Lipid droplet | Lipid droplet cells 6.5 µM | K1F lysis inhibition | XIAP displacement | P. falciparum M17LAP | TNAP activation fold | human PMI inhibitors | SIAH1 antagonists | P. falciparum M1AAP | PMI inhibitors
COc1cc(CNc2ccc(C(=O)O)cc2)cc(Br)c1OCC(=O)NC(C)(C)C | 5 | 726 | 5.7% | -0.8% | 1% | 1.1 | 5% | -5% | -3% | -1%
CCOC(=O)C1(CC2CCCCO2)CCN(Cc2nc3ccccc3[nH]2)CC1 (stereo not given) | 2 | 667 | 0.4% | -3.6% | 1% | 1.1 | -4% | 10% | 9% | 5%
CC(NC(=O)Cn1cnc2c1c(=O)n(C)c(=O)n2C)c1ccccc1 (stereo not given) | . | . | -0.3% | -4.6% | 9% | 1.2 | -4% | 6% | 8% | 3%
Cc1c(C(=O)NCc2cccnc2)oc2ccc(S(=O)(=O)N3CCCC(C)C3)cc12 (stereo not given) | 3 | 739 | -0.3% | -6.2% | -3% | 1.1 | 7% | -1% | 8% | 8%
Cc1csc2c(NCCCN3CCOCC3)ncnc12 | -2 | 722 | 0.7% | . | 2% | . | . | 7% | 0% | .
O=C1c2ccccc2C(=O)N1CCSc1ncn[nH]1 | -4 | 720 | 1.8% | -10% | 6% | 1 | -12% | -4% | 5% | -7%
O=c1cc(C(F)(F)F)oc2c1ccc1ccccc12 | -6 | 741 | 0.8% | -5.8% | -15% | 1.1 | 12% | 11% | 5% | 6%
Cn1c(-c2ccccc2)c(C(=O)CCl)c2ccccc21 | -9 | 717 | 0.3% | -9.5% | -3% | 1 | -34% | -1% | 1% | -41%
COC(=O)c1sc2cnccc2c1N | 14 | 790 | 0.1% | -5.9% | -183% | 1.1 | 2% | 0% | ? | 0%
Cc1noc(C)c1CSc1nnc2scc(-c3ccc(Cl)cc3)n12 | -8 | 802 | -0.2% | -5.6% | -5% | 1 | 1% | 2% | -2% | -4%
Cc1ccc(CNC(=O)CCC(=O)Nc2nnc(C3CCCCC3)s2)cc1 | 11 | 631 | -2.4% | . | 10% | . | . | -3% | 3% | .
COCCNC(=O)c1onc(CSc2cc(C)ccc2C)c1C(=O)O | . | . | -0.3% | -1.6% | 9% | 1.1 | 0% | -2% | 1% | 3%
CC(C)OC(=O)CSc1nnc(-c2ccc([N+](=O)[O-])cc2)o1 | 15 | 733 | -0.2% | -7.7% | -6% | 1.1 | 4% | 6% | 2% | 2%
COc1ccccc1NC(=O)CSc1ccc(-c2cccs2)nn1 | 3 | 698 | 0.3% | -3.6% | 5% | 1 | 14% | 0% | -1% | 20%
CCOc1ccc(-c2nnn(CCC(=O)O)n2)cc1OC | -24 | 690 | 0.1% | 0.5% | 8% | 1 | 7% | 0% | 9% | 10%
COCCCNC(=O)CSc1ccc(Cl)cc1 | 10 | 692 | 0.2% | 0.6% | -6% | 1.1 | -1% | 0% | 3% | 3%
Cc1ccc(-c2nc(C#N)c(NCc3cccc4c3OCO4)o2)cc1 | 11 | 688 | -0.1% | -0.3% | 10% | 1.1 | 20% | 3% | 3% | 15%
Cc1ccc(NS(=O)(=O)c2ccc(CCC(=O)NCCO)cc2)cc1 | -1 | 768 | 9.8% | -1.0% | 2% | 1.2 | 3% | 4% | -7% | 4%
COc1ccc(/C=C\C(=O)CC(O)(c2ccccc2)C(F)(F)F)cc1 (stereo not given) | -22 | 796 | 2.1% | -12% | -8% | 1.1 | 4% | 2% | 9% | 7%
CC1CN(c2nc3c(c(=O)[nH]c(=O)n3C)n2Cc2ccccc2F)CC(C)O1 (stereo not given) | . | . | 2.5% | -5.7% | 2% | 0.8 | -2% | 0% | 1% | -10%
O=C(NCC(=O)N(c1ccccc1F)C(C(=O)NCC1CCCO1)c1ccccc1)c1ccco1 (stereo not given) | 2 | 828 | 1.8% | 1.1% | 0% | 1.1 | 3% | -5% | -1% | 12%
COc1cccc(NC(=S)N2CCn3c(nc4ccccc43)C2)c1 | 24 | 737 | 0.1% | -6.4% | 12% | 1 | 17% | -5% | 2% | 14%
Clc1ccc(C2=Nn3c(nnc3-c3n[nH]c4c3CCC4)SC2)cc1Cl | 25 | 700 | 0.3% | -2.8% | -34% | 1.3 | -16% | 2% | 4% | -11%
O=C(CSc1ccc(-c2ccc(F)cc2)nn1)NCCc1ccccc1 | -1 | 715 | 0.5% | -9.5% | 1% | 1.1 | -14% | 17% | 0% | -14%
Nn1c(SCC(=O)NC2CCCc3ccccc32)nnc1-c1ccc(Cl)cc1Cl (stereo not given) | -1 | 672 | . | -8.1% | 7% | 1.1 | 2% | 3% | 1% | 8%
CC(=O)Nc1ccc(S(=O)(=O)N2CCN(CCC#N)CC2)cc1 | -2 | 664 | 4.1% | -5.6% | 0% | 1 | 2% | -3% | -6% | 9%
CCCCNC(=O)/C=C1\Sc2ccccc2NC1=O | 25 | 632 | 2.3% | -7.8% | 17% | 1.1 | -1% | 7% | 3% | 13%
O=[N+]([O-])c1ccc(O)c(/C=N/n2cnnc2)c1 | 0 | 709 | 1.6%[50 µM] | -7.4% | 25% | 0.9 | -6% | 2% | 8% | 1%
CC(C)Nc1nc(Oc2ccc(Cl)cc2)cc(C(F)(F)F)n1 | . | . | 0.8% | -5.3% | -3% | 1.1 | 34% | 3% | -1% | 44%
COc1ccc(C(=O)NCC2OCCc3ccccc32)cc1OC (stereo not given) | 5 | 689 | 0.3% | -13% | -4% | 1 | 0% | 1% | 5% | -1%
CN1C(=S)SC(/[N+]([O-])=C/c2ccc(Cl)cc2)C1(C)C (stereo not given) | 24 | 695 | -0.2% | . | 2% | . | . | -6% | 0% | .
COC(=O)c1sc(C(F)(F)F)c(-c2ccccc2)c1S(=O)(=O)NC(C)(C)C | -4 | 701 | -0.4% | . | -9% | . | . | -2% | -2% | .
CC1C/C(=N/N=C2/NC(=O)CS2)CC(C)(C)C1 (stereo not given) | . | . | 6.9% | -3.1% | -1% | 1.1 | 10% | 0% | -7% | 8%
CC12CCC(=O)N1C(C(=O)OCC(=O)Nc1cccc(S(=O)(=O)N3CCCCCC3)c1)CS2 (stereo not given) | -3 | 691 | 0.0% | -5.4% | -14% | 1.1 | 11% | -1% | 0% | 12%
COc1ccc(/C=N/N=C2/NC(=O)C(CC(=O)NC(C)C)S2)cc1 (stereo not given) | -9 | 675 | 0.5% | -4.9% | 1% | 1 | -1% | -1% | 10% | -12%
COCCn1c(SCC(=O)Nc2sc(C)c(C)c2C#N)nnc1-c1ccc(OC)cc1 | . | . | -0.2% | 1.4% | 7% | 1.2 | 16% | 10% | 5% | 6%
CCCC(=O)OCC(=O)Nc1ccc(OC(F)F)cc1 | 16 | 812 | 0.1% | -4.4% | 19% | 1.1 | 10% | 5% | 5% | 7%
COCCOc1ccc(C(F)(F)F)cc1NC(=O)COC(=O)c1c(C)noc1C | . | . | -0.1% | -7.1% | -1% | 1.1 | 0% | 4% | -10% | -2%
COc1ccc(C2C(=O)N(CCc3ccccc3)CC(=O)N2C2CCCC2)cc1 (stereo not given) | . | . | 4.5% | -5.8% | -2% | 1 | 0% | 2% | 10% | 0%
CC(C)Oc1ccccc1C1Nc2ccccc2C(=O)N1c1ccc2c(c1)OCCO2 (stereo not given) | 1 | 780 | 0.5% | -23% | -7% | 1.1 | 11% | 1% | 9% | 14%
Cc1nc(Cl)sc1C(=O)Nc1ccccc1 | 0 | 691 | 2.0%[50 µM] | -7.5% | 9% | 1 | -8% | -4% | 3% | -8%
COc1cccc(Cn2c(NCc3cccnc3)nc3c2c(=O)n(C)c(=O)n3C)c1 | . | . | 0.3% | -1.3% | 7% | 1.1 | -6% | 2% | 5% | -4%
O=C(Cn1c(C(=O)N2CCN(C3CCCCC3)CC2)cc2sccc21)c1ccccc1 | . | . | 2.7% | -0.5% | 6% | 1.1 | -3% | 1% | 6% | 4%
O=C(OCCN1CCN(c2ncc(C(F)(F)F)cc2Cl)CC1)c1ccc(F)cc1 | 0 | 701 | 0.0% | -7.9% | 1% | 1.1 | 7% | 5% | -2% | 10%
O=C(CC(NCCc1ccccc1)C(=O)O)Nc1ccc(O)cc1 (stereo not given) | 3 | 817 | . | -5.9% | 2% | 1.1 | 7% | -4% | 1% | 6%
COc1cccc(NC(=O)CN(c2cccc(OC)c2)S(C)(=O)=O)c1 | -2 | 701 | . | 1.8% | -5% | 1 | . | 8% | 10% | .
C=CCn1c(SCC(=O)NC2CCS(=O)(=O)C2)nnc1-c1ccncc1 (stereo not given) | 3 | 707 | 0.7% | -7.3% | 7% | 1 | 5% | -9% | -1% | -9%
COc1cc(/C=N/NC(=O)c2ccc3ccccc3c2)ccc1Oc1ccc([N+](=O)[O-])cn1 | 56* | 640* | 0.3% | -4.3% | -5% | 1 | 4% | -1% | 6% | 10%
COc1cccc(N(CC(=O)NCCSc2ccccc2)S(C)(=O)=O)c1 | -1 | 820 | -1.9% | -8.8% | 12% | 1.1 | 6% | -4% | 8% | 13%
CCCCOc1ccc(C(=O)NCC(=O)OC2CCOC2=O)cc1 (stereo not given) | 6 | 738 | 0.1% | -5.9% | 14% | 1.1 | -7% | 6% | -2% | -2%
Cc1noc(C)c1C(=O)Nc1nnc(-c2ccccc2)s1 | . | . | 0.2% | -2.4% | -1% | 1.2 | -3% | 5% | 6% | 0%
O=C(c1ccc(S(=O)(=O)N2CCOCC2)cc1)N1CCN(c2ccccc2F)CC1 | -2 | 724 | -0.1% | -5.2% | -2% | 1.2 | 8% | 3% | 1% | 9%
CCOC(=O)c1ccc(NC(=O)COc2ccc(CNCCO)cc2OCC)cc1 | 10 | 716 | 0.1% | -4.6% | -2% | 1.2 | -4% | 7% | 8% | -4%
Cn1c(Cc2csc(N)n2)nnc1SCC(=O)NC1CCCCC1 | . | . | 11% | -7.0% | 6% | 1.1 | 9% | 0% | 8% | -2%
CCCONC(=O)Nc1ccccc1[N+](=O)[O-] | 26 | 691 | 2.2% | -3.4% | -2% | 1 | 8% | 1% | 1% | 10%
O=C(CS(=O)(=O)c1cn(Cc2ccc(F)cc2)c2ccccc12)N1CCCCC1 | -43 | 695 | 1.0% | -4.3% | 6% | 1 | 12% | 1% | 0% | 11%

Taken from above:
SIAH1 antagonists, `O=C(c1ccc(S(=O)(=O)N2CCOCC2)cc1)N1CCN(c2ccccc2F)CC1` stands at 3%
P. falciparum M17LAP, `O=C(CS(=O)(=O)c1cn(Cc2ccc(F)cc2)c2ccccc12)N1CCCCC1` stands at 6%

From PubChem BioAssay
